MgcRacGAP inhibition: MgcRacGAP GTPase-activating activity inhibitors, confirmation, biochemical, ADP Hunter fluorescence. AID 624330, 2012. 340,000 compounds, 0.6% hits. Rac GTPase-activating protein 1 (Homo sapiens). MgcRacGAP-stimulated Rac1 GTP hydrolysis, ADP Hunter fluorescence; higher % means a stronger effect; GST-tagged Rac1 F28L mutant substrate. inhibition, % at 30 µM; hits with a dose series show IC50 in µM;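 active means first-screen hits whose inhibition reached a set limit at any dose in the follow-up dose series; inconclusive means inhibition above the set first-screen limit but never retested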;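 further: fluorescence reports GDP produced by GAP-driven GTP hydrolysis; strong numbers were not always called active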
Myeloid diff MLP: induction of myeloid progenitor differentiation, primary screen, cell-based, flow cytometry, MLPCN library. ER-HoxA9 myeloid progenitors, lysozyme-GFP differentiation. calls only at 10 µM. 360,000 compounds, 1% hits. AID 624256, 2012;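 active means normalized GFP-positive differentiation at or above the plate's own cutoff, the solvent-only control mean plus 3 SD; inconclusive means no clear call, values can overlap the other calls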;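 further: cells exposed to compound for four days before flow analysis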
RSV CPE inhibition: RSV antiviral activity via CPE protection, HEp-2 cells, primary 10 µM value included (AID 2391) | HEp-2 cells, RSV-induced CPE inhibition; higher % means a stronger effect | CPE inhibition, % at 10 µM; hits with a dose series show IC50 in µM | 310,000 compounds, 0.13% hits; in the data active means a potency from the dose series; inconclusive means CPE inhibition mostly from about 23% at the one dose, without a potency; inactive means the rest, 99 in 100 with CPE inhibition below about 21%; further: strong numbers were not always called active
UTI89 phage lysis: inhibition of K1F phage lysis, E. coli UTI89, bacterial capsule biogenesis inhibitors, alamar blue (AID 488966). 340,000 compounds, 0.02% hits. one-dose inhibition, % at 100 µM; IC50 in µM for titrated hits. E. coli UTI89 K1F phage lysis, alamar blue, 2 h; higher % means a stronger effect;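 active means phage lysis inhibition, versus mean bacterial control, above a set limit; inconclusive means no clear call, values can overlap the other calls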;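 further: capsule biogenesis inhibitors block K1F phage lysis so surviving cells raise fluorescence; higher fluorescence means more inhibition of phage lysis; actives were called in the ten point dose series up to 300 µM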
TNAP activators: human TNAP enzyme activators, primary screen, biochemical, luminescent, no phosphate acceptor, uHTS (AID 1001) | Alkaline phosphatase, tissue-nonspecific isozyme (Homo sapiens) | purified TNAP, luminescent activation assay, no phosphate acceptor; higher activation fold means a stronger effect | activation fold at 20 µM, or EC50 in µM where a hit was titrated | 200,000 compounds, 0.03% hits; in the data active means activation fold from about 3, or a potency from the dose series; inactive means the rest, 99 in 100 with activation fold below about 1.6; further: many of its hits are not listed in these tables
NTR1 agonist: agonists of NTR1, primary screen, imaging, U2OS cells, beta-arrestin-GFP, high content (AID 493036). 330,000 compounds, 0.17% hits. activation, % at 20 µM. NTR1-U2OS beta-arrestin-GFP spot imaging, agonist mode. Neurotensin receptor type 1 (Homo sapiens), P30989;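 active means activation at or above 40% of the spot to cytoplasm intensity ratio, with at least 20 cells analyzed; inconclusive means wells under 20 cells, flagged as cytotoxic or low count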;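 further: 0% = DMSO without peptide and 100% = 100 nM NTR1 peptide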
Target sequence (P30989 whole entry, looked up): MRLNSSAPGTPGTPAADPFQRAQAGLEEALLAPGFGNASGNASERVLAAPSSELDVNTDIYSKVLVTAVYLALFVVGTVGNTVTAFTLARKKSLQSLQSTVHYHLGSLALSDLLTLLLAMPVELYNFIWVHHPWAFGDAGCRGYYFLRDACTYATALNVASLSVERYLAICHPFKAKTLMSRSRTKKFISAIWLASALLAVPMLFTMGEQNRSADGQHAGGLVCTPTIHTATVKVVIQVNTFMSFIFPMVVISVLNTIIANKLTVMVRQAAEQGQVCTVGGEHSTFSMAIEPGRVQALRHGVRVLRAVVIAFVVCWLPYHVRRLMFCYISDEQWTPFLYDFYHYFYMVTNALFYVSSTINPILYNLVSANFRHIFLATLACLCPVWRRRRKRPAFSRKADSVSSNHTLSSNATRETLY
PhoP inhibition: inhibitors of PhoP regulon expression, primary screen, Salmonella Typhimurium, GFP reporter (AID 1863). S. Typhimurium PhoP-regulated promoter GFP reporter, 4 h; higher % means a stronger effect. inhibition, % at 50 µM; hits with a dose series show IC50 in µM. 300,000 compounds, 0.16% hits;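 active means inhibition over 29.93%, a cutoff 3 SD above the screen mean, later confirmed by dose response; inconclusive means inhibition over 29.93% but no dose response follow-up; inactive means inhibition at most 29.93% or unconfirmed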;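 further: 0% = low Mg2+ inducing control and 100% = high Mg2+ repressing control; strong numbers were not always called active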
SV40 large T antigen: SV40 large T antigen inhibitors, biochemical (AID 1903) | SV40 large T antigen ATPase/helicase inhibition assay; higher % means a stronger effect | one-dose inhibition, % at 20 µM; IC50 in µM for titrated hits | 310,000 compounds, 0.39% hits; in the data active means a potency from the dose series; inconclusive means inhibition mostly from about 32% at the one dose, without a potency; inactive means the rest, 99 in 100 with inhibition below about 32%; further: strong numbers were not always called active
T cell HTS: modulators of CD8 T cell-vesicle binding, primary screen, mouse 2C CD8+ T cells, flow cytometry; 2C CD8+ T cell-vesicle binding; stronger effect = lower value; calls only at 7 µM; 330,000 compounds, 0.068% hits;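 active means response, share of CD8 T cells binding vesicles, and their 90th percentile fluorescence all below set limits, cut at about 80% in these data, passing the limit was not always enough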
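Benchmarks: naked versus QL9-loaded vesicles / Assay system: purified 2C TCR transgenic mouse naive CD8+ T cells / Technique: high-throughput flow cytometry with anti-B7-1 and anti-CD8 staining / Timing: Cell–vesicle co-incubation 1.5 h at 37 °C, staining 20 min on ice / Read-out: percent CD8+ FL2 mean versus row control / Probe or stimulus: QL9-loaded Drosophila micro-vesicles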
T cell HTS vesicle-bound %: recorded beside T cell HTS, whose call it bears; double positive events, %; measured here: CD8+ vesicle-bound cell fraction;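 binding gate set so that unloaded-vesicle control wells show 10% double positive cells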
NTR1 agonist cell count 20 µM: further read-out of NTR1 agonist, marked with its call; cell count; measured here: cell count, cytotoxicity flag
Myeloid diff MLP GFP+ MAC1+ %: further read-out of Myeloid diff MLP, marked with its call; GFP+ MAC1+ double positive, %; measured here: differentiation confirmed by MAC1 staining
Numbers without * were called inactive; i = inactive; ? = inconclusive; . = not tested or not shown; [ ] = dose if it differs, or a comment.

Under each structure: MgcRacGAP inhibition	Myeloid diff MLP	Myeloid diff MLP GFP+ MAC1+ %	RSV CPE inhibition	UTI89 phage lysis	TNAP activators	NTR1 agonist	NTR1 agonist cell count 20 µM	PhoP inhibition	SV40 large T antigen	T cell HTS	T cell HTS vesicle-bound %
Cc1ccc(OCc2cc(C(=O)N(C)CCc3ccccn3)no2)cc1C
  9%	i	0.4	3.9%	1.7%	.	0.4	69	-1%	7%	i	4
COc1ccc(OC)c(NC(=O)C2CC(C)=C(C)CC2C(=O)O)c1 (centres undefined)
  5%	i	0.8	1.2%	0.4%	1.1	-1.1	83	7%	14%	i	28
CCn1cc(C(=O)NCc2cccc(F)c2)c(=O)c2cc(F)c(N3CCN(C(=O)c4ccco4)CC3)cc21
  6%	i	0.8	49µM*	-4.4%	1.1	10	45	12%	2%	i	50
Cc1ccc(CSc2nnnn2C)cc1
  1%	i	1.5	0.5%	0.8%	1.1	2.0	51	3%	1%	i	38
NC(=O)C1(N2CCCCC2)CCN(C(=O)c2ccc(C#CC3(O)CCCCC3)cc2)CC1
  7%	i	0.7	0.2%	0.1%	1.1	-0.2	44	13%	11%	i	9
COc1ccccc1NC(=S)N1CCN(c2ncccn2)CC1
  5%	i	0.4	0.7%	0.1%	1.2	0.3	38	-2%	0%	i	49
O=C(N/N=C/c1ccc(Cl)cc1Cl)c1cccc(F)c1
  -4%	i	5.7	5.3%	0.7%	1.1	1.5	77	33%	-5%	i	44
CCOc1ccc(NC(=O)C2CCCN2C(=O)NC2CCCCC2)cc1 (centres undefined)
  6%	i	0.5	-0.4%	0.1%	.	-1.3	36	0%	16%	i	52
Cc1cc(SCC(=O)N/N=C/c2ccccc2C(=O)O)c(C)cc1Br
  -2%	i	0.7	1.1%	-0.1%	.	-1.4	52	2%	7%	i	32
COc1ccc(CN2CC(=O)N(c3ccc(Cl)cc3)C2=S)cc1OC
  8%	i	0.4	6.8%	1.6%	.	-0.9	95	0%	9%	i	49
CCN1CCN(C(CNS(=O)(=O)c2ccc(Br)cc2)c2cccnc2)CC1 (centres undefined)
  2%	i	6.2	0.6%	1.0%[50 µM]	.	-0.3	64	1%	25%	i	11
Cc1ccc(N(C)S(=O)(=O)c2cccc(C(=O)N(C)Cc3cnn(-c4ccccc4)c3)c2)cc1
  2%	i	1.1	.	-0.9%[50 µM]	.	6.8	63	.	.	.	.
CCOC(=O)c1ccccc1NC(=O)COC(=O)CCC(=O)N1CCOCC1
  -3%	?	.	0.3%	1.3%[50 µM]	.	-0.6	73	11%	-2%	i	30
Cn1c(Cn2cnc([N+](=O)[O-])n2)nnc1SCC(=O)Nc1cccc(Cl)c1
  1%	i	0.3	1.0%	2.4%[50 µM]	1	-0.7	65	13%	14%	i	3
O=C(Cn1cc([N+](=O)[O-])cn1)N1CCN(Cc2ccc3c(c2)OCO3)CC1
  -2%	i	1.0	1.2%	0.5%	.	-0.2	56	1%	12%	i	38
OCCC1CN(Cc2ccccc2-c2ccco2)CCN1C1CCCC1 (centres undefined)
  9%	i	0.3	-1.7%	-0.1%	1.1	-0.5	63	-13%	3%	i	11
Cc1ccc(C(=O)Nc2ccc(C(=O)N/N=C/c3cccnc3)cc2)cc1
  -6%	i	0.0	0.6%	0.0%	.	-0.6	56	-11%	-5%	i	56
CCCNC(=O)CS(=O)Cc1nc(-c2cccc(OC)c2)oc1C (centres undefined)
  8%	i	0.7	1.8%	-1.7%	1.1	0.6	89	-4%	3%	i	44
COc1cc(-n2c(C)nc3cc(C(=O)N4CCOCC4)ccc32)cc(OC)c1OC
  10%	i	0.8	0.0%	0.4%	1.2	-0.6	54	-14%	24%	i	61
C=CCSc1nc2c(c(=O)[nH]c(=O)n2C)n1CC
  6%	i	0.4	20%	0.1%	1.1	1.5	41	9%	1%	i	60

(continued)
Under each structure: MgcRacGAP inhibition	Myeloid diff MLP	Myeloid diff MLP GFP+ MAC1+ %	RSV CPE inhibition	UTI89 phage lysis	TNAP activators	NTR1 agonist	NTR1 agonist cell count 20 µM	PhoP inhibition	SV40 large T antigen	T cell HTS	T cell HTS vesicle-bound %
CNS(=O)(=O)c1cccc2nsnc12
  1%	i	0.5	1.1%	0.7%[50 µM]	1.1	0.1	60	-12%	3%	i	40
Cc1cccc(NC(=O)c2nnn(-c3cccc(C(F)(F)F)c3)c2N)c1
  11%	i	0.1	-0.1%	0.4%	1.1	-0.9	58	-9%	4%	i	48
Cc1c(NC(=O)c2ccc3c(c2)OCO3)cccc1-c1nc2ccccc2o1
  6%	i	0.0	?	0.6%	1.1	-1.0	102	-3%	-3%	i	22
CCC1=NN(C(=O)c2ccccc2Br)C(O)(c2ccc(Br)cc2)C1 (centres undefined)
  -46%	i	0.5	21%	-0.2%	1	-0.9	41	-3%	4%	i	29
CCN(CC)CCNC(=O)c1ccc(NC(=O)c2ccc(Cl)c(S(=O)(=O)N3CCCCCC3)c2)cc1
  8%	i	0.4	11%	-0.2%	.	8.0	66	-10%	11%	i	18
CCOc1ccc(C2C(=O)N(C3CCCCC3)CC(=O)N2CC2CCCO2)cc1OC (centres undefined)
  -8%	i	7.8	0.1%	3.7%	1.1	2.0	87	-2%	21%	i	26
Cc1ccc(C(C)n2cc(C(=O)NCCN3CCN(C)CC3)nn2)cc1 (centres undefined)
  6%	i	0.7	0.3%	3.7%	1.1	1.2	50	-3%	5%	i	45
CCOC(=O)c1cnc(SCC(=O)c2ccc3c(c2)OCCO3)nc1N
  4%	i	12	2.1%	2.2%	1.1	0.1	62	0%	-3%	i	8
CC(=O)C(Cc1ccccc1)NC(=O)COC(=O)c1ccc(-n2cnnn2)cc1 (centres undefined)
  1%	i	0.8	.	3.1%	.	2.6	56	.	.	i	54
CC12CCC(=O)N1C(C(=O)NCCc1ccc(S(N)(=O)=O)cc1)CS2 (centres undefined)
  5%	i	6.7	1.3%	0.8%	.	0.0	44	-7%	5%	i	69
COC(=O)c1c(-c2ccc(C)cc2)csc1N
  18%	i	2.0	3.7%	-1.1%	1	-4.9	49	7%	15%	i	48
O=C(COC(=O)c1ccco1)NCCNC(=O)COC(=O)c1ccco1
  0%	i	2.4	0.3%	0.3%	.	1.5	49	2%	-9%	i	28
Cc1ccc(CNC(=O)CS(=O)(=O)c2cn(CC(=O)N3CCOCC3)c3ccccc23)cc1
  -1%	?	.	0.5%	-0.2%[50 µM]	.	-0.9	61	-6%	10%	i	30
O=C(COC(=O)c1c(Cl)cccc1Cl)Nc1ccccc1Br
  7%	i	0.5	2.8%	0.2%	1.2	2.9	35	-7%	4%	i	45
C=CCn1c(SCC(=O)Nc2nc(C)cs2)nnc1C(NC(=O)c1ccccc1)C(C)C (centres undefined)
  11%	i	1.0	0.7%	-0.2%	1.1	2.6	79	6%	3%	i	61
O=C(N/N=C/c1cccn1-c1ccc([N+](=O)[O-])cc1)c1cccnc1
  18%	i	0.1	7.0%	1.0%	.	3.1	57	3%	13%	i	34
CC(Sc1ccccc1)C(=O)N1CCN(S(=O)(=O)c2ccc(Cl)cc2)CC1 (centres undefined)
  9%	i	0.8	0.1%	-0.1%	.	1.8	59	0%	24%	i	29
Cc1onc(-c2ccccc2Cl)c1C(=O)Nc1cnn(Cc2ccccc2)c1
  0%	i	2.0	1.4%	-0.2%	1.1	-0.9	95	.	.	i	41
CC(C)CC(CO)N1CCN(C(=O)c2ccc(Cl)cc2)CCC1=O (centres undefined)
  7%	i	1.9	2.9%	0.9%	.	0.4	57	-6%	18%	i	34
COc1ccc(CN2C(=NC(=O)c3ccccc3)SC3CS(=O)(=O)CC32)cc1OC (centres undefined)
  4%	i	2.7	4.1%	1.3%	.	1.6	59	-6%	16%	i	15

(further entries)
Under each structure: MgcRacGAP inhibition	Myeloid diff MLP	Myeloid diff MLP GFP+ MAC1+ %	RSV CPE inhibition	UTI89 phage lysis	TNAP activators	NTR1 agonist	NTR1 agonist cell count 20 µM	PhoP inhibition	SV40 large T antigen	T cell HTS	T cell HTS vesicle-bound %
CCC(OCC(O)CN1CCCCC1)c1ccccc1 (centres undefined)
  5%	i	0.4	-0.6%	1.8%	.	-1.1	69	-1%	8%	i	28
Cc1ccc(S(=O)(=O)N/N=C\c2ccc3c(c2)OCO3)c(C)c1
  8%	i	1.4	1.1%	-0.1%	.	-0.7	64	3%	15%	i	62
COc1cccc(C(=O)NNC(=O)c2ccc(NS(=O)(=O)c3cccs3)cc2)c1OC
  4%	i	0.9	0.1%	3.4%[50 µM]	.	-1.7	43	4%	20%	i	32
COc1ccc(NC(=S)N2CCC(C(=O)c3ccc(C)cc3)CC2)c(OC)c1
  7%	i	0.9	3.2%	-0.5%	1.1	2.1	37	-1%	5%	i	25
NS(=O)(=O)c1ccc(NC(=O)CSc2ccccn2)cc1
  -3%	i	2.6	0.0%	-0.6%	0.9	2.8	80	-3%	10%	i	12
O=C(O)c1cccc(S(=O)(=O)Nc2ccccc2Cc2ccccc2)c1
  2%	i	1.2	0.7%	-0.2%	.	2.4	51	9%	10%	i	24
COc1ccc(/C=N/OCC(=O)N2CC3(C)CC2CC(C)(C)C3)cc1OC (centres undefined)
  4%	i	7.4	1.0%	-0.4%[50 µM]	1	1.5	53	-12%	12%	i	19
NC(=O)CN1CCOCCN(CC(N)=O)CCOCC1
  .	.	.	1.0%	.	1.2	-1.5	31	.	.	i	38
COc1cc(/C=N\NC(=O)c2c(C)nc3cc(C)ccn23)ccc1O
  33µM*	i	0.3	-0.3%	-1.6%	1.1	0.8	32	2%	13µM*	i	53
CC(C)c1ccc(-c2nc(N3CCOCC3)[nH]c(=O)c2C#N)cc1
  3%	i	0.8	2.5%	0.7%	1	-0.2	65	-1%	6%	i	48
